High-throughput results: PubChem, The Scripps Research Institute Molecular Screening Center
PAFAH1B2 FP inh: PAFAH1B2 (human) inhibition | P68402 | AID 492953 | recombinant PAFAH1B2, FP-rhodamine activity probe, fluorescence polarization | inhibition, % at 3.39 µM | hit rate 1.2% among 340,000;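 active = inhibition above the mean of all tested compounds plus 3 SD, cut at about 24% in these data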;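 note: 0% = enzyme with DMSO and 100% = wells lacking PAFAH1B2; many of its hits are not listed in these tables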
Target sequence (P68402 whole entry, looked up): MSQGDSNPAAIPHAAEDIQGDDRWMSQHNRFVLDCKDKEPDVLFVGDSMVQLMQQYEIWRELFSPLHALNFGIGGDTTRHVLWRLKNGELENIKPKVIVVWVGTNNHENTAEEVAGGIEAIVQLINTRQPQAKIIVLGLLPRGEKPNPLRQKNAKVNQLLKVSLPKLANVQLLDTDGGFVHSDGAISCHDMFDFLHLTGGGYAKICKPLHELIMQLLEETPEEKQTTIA
pPAFAH FP inh: pPAFAH (human) enzyme inhibition; inhibition, % at 3.39 µM; hit rate 1.5% among 330,000; AID 463082; recombinant pPAFAH, FP-rhodamine probe fluorescence polarization;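 active = inhibition above the mean inhibition across the screen plus 3 SD, cut at about 25% in these data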;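 note: inhibitors block binding of the rhodamine activity-based probe so polarization drops; 0% = enzyme with DMSO and 100% = wells lacking pPAFAH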
PAD4 inh: blocks human protein arginine deiminase 4 | Q9UM07 | recombinant PAD4, RCA probe fluorescence polarization | inhibition, % at 6.36 µM | hit rate 0.41% among 330,000 | AID 485272;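 active = percent inhibition above a cutoff equal to the mean of all tested compounds plus 3 SD, cut at about 15% in these data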;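 note: 0% = PAD4 with RCA probe and DMSO and 100% = probe without PAD4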
LYPLA1 inh: blocks human lysophospholipase 1, a PME1 counter-screen; O75608; recombinant LYPLA1, FP-Rh probe fluorescence polarization; inhibition, % at 5.9 µM; hit rate 0.16% among 320,000;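 active = inhibition above the mean of all tested compounds plus 3 SD, set per campaign, cut at about 14% in these data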;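 note: inhibitors block serine hydrolase probe labeling of LYPLA1 so polarization falls; 0% = enzyme with DMSO and 100% = wells lacking LYPLA1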
LYPLA2 inh: LYPLA2 (human) inhibition in PME1 counter-screen; inhibition, % at 5.9 µM; recombinant LYPLA2, FP-Rh probe fluorescence polarization; hit rate 0.38% among 320,000;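 active = inhibition above the screen-wide mean plus 3 SD, limit set per campaign, cut at about 26% in these data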;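 note: 0% = LYPLA2 with DMSO and 100% = wells lacking LYPLA2 enzyme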
GSTO1 inh: blocks human GSTO1 in RBBP9 counter-screen | P78417 | recombinant GSTO1, activity-based probe fluorescence polarization | inhibition, % at 5.96 µM | hit rate 1.1% among 300,000;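 active = inhibition above the campaign mean inhibition plus 3 SD, cut at about 35% in these data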;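 note: 0% = GSTO1-1 with DMSO and 100% = wells lacking GSTO1-1 enzyme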
Target sequence (P78417 whole entry, looked up): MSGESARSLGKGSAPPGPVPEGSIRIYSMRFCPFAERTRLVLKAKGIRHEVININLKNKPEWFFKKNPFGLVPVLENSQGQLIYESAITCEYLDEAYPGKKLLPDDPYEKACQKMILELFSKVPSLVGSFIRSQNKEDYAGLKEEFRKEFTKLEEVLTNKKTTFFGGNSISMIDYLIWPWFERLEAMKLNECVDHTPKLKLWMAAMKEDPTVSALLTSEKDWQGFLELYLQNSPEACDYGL
PAFAH1B3 FP inh: blocks human PAF acetylhydrolase 1B catalytic subunit 3 | Q15102 | recombinant PAFAH1B3, FP-rhodamine probe, fluorescence polarization | inhibition, % at 3.39 µM | hit rate 0.28% among 340,000 | AID 492972;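 active = inhibition above the screen-wide average of all tested compounds plus 3 SD, cut at about 25% in these data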;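 note: 0% = enzyme with DMSO only and 100% = wells lacking PAFAH1B3 protein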
PME-1 primary: PME-1 (human) inhibition; recombinant PME-1, FP-Rh probe fluorescence polarization; inhibition, % at 5.9 µM; hit rate 0.53% among 320,000; AID 2130;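 active = inhibition above the campaign mean of all compounds plus 3 SD, cut at about 26% in these data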;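 note: competitive labeling of PME-1 active site by serine hydrolase directed probe; 0% = PME-1 with DMSO and 100% = wells lacking PME-1 enzyme; inhibitors block probe labeling so polarization falls and inhibition rises; many of its hits are not listed in these tables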
Target sequence (Q9Y570 whole entry, looked up): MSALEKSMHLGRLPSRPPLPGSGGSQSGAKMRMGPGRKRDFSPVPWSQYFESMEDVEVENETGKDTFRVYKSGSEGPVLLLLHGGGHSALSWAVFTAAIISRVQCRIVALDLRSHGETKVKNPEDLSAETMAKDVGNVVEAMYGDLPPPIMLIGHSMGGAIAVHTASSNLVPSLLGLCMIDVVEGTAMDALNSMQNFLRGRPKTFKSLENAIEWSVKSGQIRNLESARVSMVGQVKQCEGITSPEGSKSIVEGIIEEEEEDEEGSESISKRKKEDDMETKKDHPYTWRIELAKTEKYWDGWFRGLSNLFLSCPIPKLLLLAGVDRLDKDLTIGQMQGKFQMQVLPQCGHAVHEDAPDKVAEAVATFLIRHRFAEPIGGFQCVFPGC
PAFAH2 inh: PAFAH2 (human) inhibition; hit rate 0.99% among 340,000; recombinant PAFAH2, FP-rhodamine activity probe, fluorescence polarization; inhibition, % at 3.39 µM;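 active = inhibition above the mean over all tested compounds plus 3 SD, cut at about 30% in these data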;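 note: inhibitors block probe labeling of enzyme so polarization drops; 0% = enzyme with DMSO and 100% = wells lacking PAFAH2 protein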
The depositor's hits bear a star; nt = no result given. This is a subset (hit frequency here may not be typical).

SMILES	PAFAH1B2 FP inh	pPAFAH FP inh	PAD4 inh	LYPLA1 inh	LYPLA2 inh	GSTO1 inh	PAFAH1B3 FP inh	PME-1 primary	PAFAH2 inh
Cn1nc(-c2ccc(NCCO)c([N+](=O)[O-])c2)c2ccccc2c1=O	-3	2	-8	4	3	4	8	5	-8
COC(=O)c1nn2c(C(F)(F)F)cc(-c3ccc(Br)o3)nc2c1Br	0	9	3	-4	0	8	7	6	-1
CCOc1cccc(=O)c2c(C)n(CC(=O)c3ccccc3)c(C)c12	0	24	-5	-4	3	5	-2	-5	-6
COc1ccc(NC(=S)N2CCN(Cc3ccccc3)CC2)cc1	8	2	-5	0	0	-5	3	-1	0
Cc1noc(C)c1NC(=O)N(C)C[C@H]1Oc2ccc(NS(=O)(=O)c3cccs3)cc2C(=O)N([C@H](C)CO)C[C@@H]1C	5	-4	-5	nt	nt	nt	-2	nt	-6
O=C(c1cccs1)N1CCN(C2CCN(Cc3ccccc3)CC2)CC1	-6	0	-3	1	1	4	9	-7	-3
O=C(Cc1ccccc1)O/N=C1\CCCc2ccccc21	5	5	-1	3	7	9	3	6	-3
NC(=O)[C@@H]1CCCN1Cc1nc(Cc2ccccc2F)no1	3	0	-4	2	1	-15	6	-9	7
COc1ccc(NC(=O)CCC(=O)N2CCCC2)c([N+](=O)[O-])c1	5	2	-1	2	1	-1	7	-2	0
CCCCn1c2nc3ccccc3nc2c2c(=O)n(-c3ccccc3)cnc21	-3	0	1	3	4	7	-8	-1	-4
COc1cc(C(NC=O)C(=O)Nc2c(C)cccc2C)ccc1O (stereo not given)	3	-1	1	-2	-3	0	5	1	-7
CCCCNC(=O)[C@H]1C[C@H]1[C@@H](O)[C@H](CO)NC(=O)[C@H](COCc1ccccc1)NC(=O)OC(C)(C)C	0	2	2	1	4	2	-2	2	-3
COc1cc(-c2noc(C)c2C#Cc2ccsc2)cc(OC)c1OC	1	-1	-4	-4	-2	-2	4	0	-7
CCSc1c(-c2ccccc2)nc2c(C)cccc2c1C(=O)O	-1	3	-7	1	0	1	1	8	3
COc1cc(OC)c2c3c(c(C4CCCCC4)nc2c1)CCC3	-5	-1	5	-1	-1	1	5	3	-6
CC1=C(C(=O)OCc2ccccc2)C(c2ccc(N(C)C)cc2)NC(=O)N1 (stereo not given)	4	9	3	0	7	-5	-1	3	1
O=S(=O)(c1ccccc1)N1CCN=C1SCc1c(F)cccc1Cl	3	6	0	-4	3	2	10	7	7
c1ccc(C2=Nn3c(nnc3-c3cccnc3)SC2)cc1	2	6	2	2	5	8	12	6	2
COc1ccc(NC(=S)N(CCc2c(C)[nH]c3ccccc23)Cc2ccco2)cc1	7	10	1	-2	3	-2	4	3	6
C[C@H](CO)N1C[C@H](C)[C@@H](CN(C)S(=O)(=O)c2ccc(F)cc2)Oc2c(NC(=O)CCC(F)(F)F)cccc2C1=O	5	0	-2	nt	nt	nt	12	nt	4
N#Cc1ccc(NC(=O)Nc2ccc(Oc3ccc(NC(=O)Nc4ccc(C#N)cc4)cc3)cc2)cc1	-19	2	-16	-28	-47	-63	-18	-54	-61
COc1ccc(N2CCN(c3nc4c(c(=O)n(C)c(=O)n4C)n3Cc3ccccc3)CC2)cc1	1	6	-4	4	4	1	3	2	5
CCOc1ccccc1C(=O)NN1C(=O)C2CCCCC2C1=O (stereo not given)	6	2	2	-2	2	-1	3	-2	3
CN(C)c1ccc(NC(=O)CN2C(=O)c3ccccc3C2=O)cc1	5	6	2	-4	-4	4	2	3	-8
Cc1ccc(-c2csc(NC(=O)N3CCOCC3)n2)cc1	15	3	-1	-1	-9	4	8	1	0
O=C(CSc1ccc2ccccc2n1)N1CCC(c2noc3ccc(F)cc23)CC1	-6	-3	2	0	-4	-9	1	4	-1
C/C(=N\Nc1ncc(Cl)cc1Cl)c1ccc(S(=O)(=O)NCc2ccco2)cc1	0	3	5	-2	3	3	-2	3	3
Cc1cccc(NC(=O)COC(=O)CCc2c[nH]c3ccccc23)c1	-1	5	0	-1	4	nt	3	-8	-1
CCCn1c(CCC(=O)Nc2ccccc2Cc2ccccc2)nc2cc(S(=O)(=O)N3CCOCC3)ccc21	-4	-5	-13	-9	-16	-8	-10	37*	-12
Cc1ccc(N2CC(C(=O)Nc3nnc(SCC(=O)NCC4CCCO4)s3)CC2=O)cc1 (stereo not given)	3	0	3	-3	-1	7	3	0	-1
Cc1ccc(S(=O)(=O)CCC(=O)Nc2nc(C(C)(C)C)cs2)cc1	0	0	-3	-2	2	12	4	9	1
N#C/C(=C\c1c(N2CCCCCC2)nc2ccccn2c1=O)C(=O)NC1CCS(=O)(=O)C1 (stereo not given)	4	3	4	-3	7	-4	12	3	7
N#Cc1cn(Cc2ccncc2)c(=O)[nH]c1=O	-5	4	-12	2	3	6	4	-4	-4
O=C(CSCc1ccc(F)cc1)Nc1ccc(N2CCOCC2)cc1N1CCOCC1	6	-1	-4	-1	2	nt	0	-13	-12
N/C(=N\OC(=O)c1ccccc1Cl)c1cccc([N+](=O)[O-])c1	6	0	0	1	4	2	2	-3	2
CCCN(CCC)C(=O)CSc1nc2ccccc2c(=O)n1C1CCCC1	4	7	-5	-1	3	8	10	9	1
O=C(Nc1ccc(F)cc1)C1CCCN1S(=O)(=O)c1ccc(Br)cc1 (stereo not given)	4	4	-7	-4	0	0	2	-3	-7
COC(=O)CSc1nnc(CNc2ccc(Cl)cc2)n1Cc1ccccc1	15	0	0	8	2	10	-2	-6	4
O=C(O)c1ccccc1C(=O)N1N=C2/C(=C/c3cccc([N+](=O)[O-])c3)CCCC2C1c1cccc([N+](=O)[O-])c1 (stereo not given)	3	2	-4	1	12	-38	15	5	13
O=C(Cc1ccccc1F)Nc1cccc(S(=O)(=O)N2CCOCC2)c1	4	1	-4	nt	nt	nt	11	nt	6
O=C(c1ccccc1)c1nn(-c2ccc(Cl)cc2)c(=O)cc1C(F)(F)F	-1	3	2	0	-3	76*	-3	0	7
COc1ccc(C2=Nn3c(nnc3-c3ccccc3OC)SC2)cc1OC1CCCC1	15	14	-1	nt	nt	nt	38*	nt	9
CC1(C)Cc2c(C#N)c(N)n(-c3ccccc3)c(=S)c2CO1	nt	4	2	0	0	0	nt	-2	nt
COc1ccc(N2CCN(Cc3cc(=O)oc4ccc(C)cc34)CC2)cc1	0	1	0	1	8	2	6	4	4
Cc1ccccc1NC(=O)CSCCN1C(=O)c2ccccc2C1=O	0	2	0	2	1	0	2	0	-7
COCCCNC(=O)C(=O)NC1CCCCC1C (stereo not given)	4	26*	-2	-5	-2	1	13	-5	6
O=[N+]([O-])c1ccc(O)c(/C=N/Nc2ccccc2Cl)c1	3	16	6	6	5	-4	11	5	74*
Cn1c(=O)cc(OCCCC(=O)NCCN2CCN(c3ccccc3F)CC2)c2ccccc21	5	-6	-3	1	0	5	11	3	-4
O=C(NC1CCCCC1)C1CCN(S(=O)(=O)N2CCOCC2)CC1	5	0	-1	0	-2	5	5	-3	-2
CCCCNC(=O)c1cc([N+](=O)[O-])[nH]n1	-3	-1	4	-5	1	1	5	3	-11
CC(=O)c1ccc(N2CCN(S(=O)(=O)c3cccc(S(=O)(=O)N4CCOCC4)c3)CC2)cc1	4	3	1	3	0	3	3	14	-5
O=S(=O)(c1ccccc1F)N1CCN(Cc2cc3c(cc2O)OCO3)CC1	1	3	-3	0	1	nt	2	7	-3
COc1ccc(/C=N/NC(=O)c2cccc([N+](=O)[O-])c2)cc1OC(=O)c1ccc(C)cc1	-13	-13	-6	-28	-50	-39	-18	-30	-33
COc1cc(/C=C/C(=O)NC(C)CCc2ccccc2)cc(OC)c1OC (stereo not given)	-1	5	-4	6	8	5	0	-7	0
COC(=O)c1[nH]c2cc(OC)ccc2c1NC(=O)c1ccc2c(c1)OCO2	3	10	-1	0	7	-8	7	11	1
COc1ccccc1OCCNC(=O)CCS(=O)(=O)c1ccccc1	6	-11	-1	nt	nt	nt	-7	nt	1
Cc1nccn1Cc1ccccc1	7	0	-1	1	-5	3	8	-4	-9
CCOCCOC(=O)c1[nH]c2c(c1C)C(=O)CC(c1ccc(N(C)C)cc1)C2 (stereo not given)	2	5	-2	1	15	-2	-1	5	11
CCCC(c1nnnn1CCc1ccccc1)N1CCC(C(N)=O)CC1 (stereo not given)	7	-5	4	-1	-1	3	-2	1	1
COc1ccccc1NC(=O)CCc1c(C)[nH]c(=O)c(C#N)c1C	1	6	0	-2	7	2	1	-15	2

3 of the compounds above, bar-delimited.
compound | PAFAH1B2 FP inh | pPAFAH FP inh | PAD4 inh | LYPLA1 inh | LYPLA2 inh | GSTO1 inh | PAFAH1B3 FP inh | PME-1 primary | PAFAH2 inh
CCCCNC(=O)c1cc([N+](=O)[O-])[nH]n1 | -3 | -1 | 4 | -5 | 1 | 1 | 5 | 3 | -11
CCOCCOC(=O)c1[nH]c2c(c1C)C(=O)CC(c1ccc(N(C)C)cc1)C2 (stereo not given) | 2 | 5 | -2 | 1 | 15 | -2 | -1 | 5 | 11
O=C(NC1CCCCC1)C1CCN(S(=O)(=O)N2CCOCC2)CC1 | 5 | 0 | -1 | 0 | -2 | 5 | 5 | -3 | -2

Next part:
SMILES	PAFAH1B2 FP inh	pPAFAH FP inh	PAD4 inh	LYPLA1 inh	LYPLA2 inh	GSTO1 inh	PAFAH1B3 FP inh	PME-1 primary	PAFAH2 inh
C[n+]1ccccc1C1CCCC/C1=N\Nc1ccc([N+](=O)[O-])cc1[N+](=O)[O-] (stereo not given)	3	-2	-9	-2	-3	46*	1	0	2
CCS(=O)(=O)c1nc(S(=O)(=O)c2ccc(Cl)cc2)c(NCCOC)s1	1	9	-6	-2	1	14	2	1	5
COc1cc(/C=C2/C(=O)N(C)C(=S)N2C)ccc1OCc1cccc(F)c1	-41	-3	-2	-13	-27	-16	-46	-26	-111
COc1cccc(COc2ccc3c(C)c(Cc4ccccc4)c(=O)oc3c2)c1	-2	5	3	0	8	1	0	-6	-3
C[C@@H]1CN([C@@H](C)CO)C(=O)Cc2cc(NC(=O)Nc3cccc4ccccc34)ccc2O[C@@H]1CN(C)S(C)(=O)=O	6	5	-2	nt	nt	nt	8	nt	-5

Molecules above with an aryl thioether with sulfur outside any ring:
SMILES	PAFAH1B2 FP inh	pPAFAH FP inh	PAD4 inh	LYPLA1 inh	LYPLA2 inh	GSTO1 inh	PAFAH1B3 FP inh	PME-1 primary	PAFAH2 inh
CCSc1c(-c2ccccc2)nc2c(C)cccc2c1C(=O)O	-1	3	-7	1	0	1	1	8	3
O=C(CSc1ccc2ccccc2n1)N1CCC(c2noc3ccc(F)cc23)CC1	-6	-3	2	0	-4	-9	1	4	-1
Cc1ccc(N2CC(C(=O)Nc3nnc(SCC(=O)NCC4CCCO4)s3)CC2=O)cc1 (stereo not given)	3	0	3	-3	-1	7	3	0	-1
CCCN(CCC)C(=O)CSc1nc2ccccc2c(=O)n1C1CCCC1	4	7	-5	-1	3	8	10	9	1
COC(=O)CSc1nnc(CNc2ccc(Cl)cc2)n1Cc1ccccc1	15	0	0	8	2	10	-2	-6	4
